Screens from PubChem.
GC-A act: GC-A (human) enzyme activation; HEK293 GC-A cells, cGMP TR-FRET, EC30 ANP; 0% at EC30 ANP, 100% saturating ANP; activation, % at 10 µM; 0.14% of 370,000 active; in the data active means activation above about 40%
SMARCA2 act: increases SMARCA2 function in MMTV reporter cells; MG213 cells, MMTV-luciferase reporter, dexamethasone, overnight; 1% of 370,000 active; activation, % at 9.1 µM; AID 652017; in the data active means activation above about 7.8%;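 further: 0% = vehicle wells and 100% = reference activator wells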
ssDAF-12 act: S. stercoralis DAF-12 activation, primary screen; activation, % at 6.8 µM; HEK293 ssDAF-12/GRIP1 lit1-tk-luc reporter, luminescence; % of 3 µM dafachronic acid response; 1% of 370,000 active;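 active means activation above the mean over all tested compounds plus 3 SD, cut at about 0.9% in these data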;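 further: 0% = DMSO-only wells and 100% = 3 µM delta7-dafachronic acid wells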
hcDAF12 agonist: activators of H. contortus DAF-12 nuclear receptor | HEK293 hcDAF-12 lit1-tk-luc reporter, luminescence; 0% DMSO, 100% Δ7-dafachronic acid | activation, % at 6.8 µM | 1.4% of 370,000 active | AID 652067;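 active means activation above the mean of all tested compounds plus 3 SD, cut at about 5.5% in these data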;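 further: 100% = response to 3 µM Δ7-dafachronic acid high control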
HGIII-sPLA2 inh: Inhibits HGIII-sPLA2 liposome hydrolysis, primary screen; QFRET BODIPY PC-A2 liposome hydrolysis, fluorescence; Q9NZ20; 0.56% of 370,000 active; inhibition, % at 12.2 µM; AID 743126;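 active means inhibition above mean plus 3 SD of compounds lying within the high and low control bounds, cut at about 19% in these data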;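 further: 0% = median of test compound wells and 100% = no enzyme DMSO wells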
ADAM10 inh: inhibitors of human ADAM10; AID 720582; O14672; recombinant ADAM10, EDANS/DABCYL FRET peptide cleavage, 3 h; inhibition, % at 7 µM; 0.62% of 370,000 active;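 active means inhibition above a per-campaign cutoff equal to the mean of compounds falling between control-based bounds plus 3 SD, cut at about 20% in these data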;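 further: 0% = DMSO wells while the 100% control is not disclosed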
Target sequence (O14672 214-748 limits assumed): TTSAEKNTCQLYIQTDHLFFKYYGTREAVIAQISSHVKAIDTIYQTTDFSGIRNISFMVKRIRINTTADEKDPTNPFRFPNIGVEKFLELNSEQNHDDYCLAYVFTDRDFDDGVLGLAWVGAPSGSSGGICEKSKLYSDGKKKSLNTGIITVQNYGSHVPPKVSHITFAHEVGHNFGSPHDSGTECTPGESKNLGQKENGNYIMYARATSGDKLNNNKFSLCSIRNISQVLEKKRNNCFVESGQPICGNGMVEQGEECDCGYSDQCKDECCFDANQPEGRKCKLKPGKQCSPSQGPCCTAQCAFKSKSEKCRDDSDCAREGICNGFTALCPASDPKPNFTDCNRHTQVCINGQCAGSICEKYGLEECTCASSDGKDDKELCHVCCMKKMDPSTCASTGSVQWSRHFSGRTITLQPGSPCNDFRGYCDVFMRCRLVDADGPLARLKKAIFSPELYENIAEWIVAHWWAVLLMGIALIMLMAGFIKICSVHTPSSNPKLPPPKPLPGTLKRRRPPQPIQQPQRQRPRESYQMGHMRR
DAX1 inh-1: inhibitors of human orphan nuclear receptor DAX1 (NR0B1) | P51843 | HEK293 Gal4-DAX1 luciferase reporter, luminescence | inhibition, % at 6.75 µM | 0.99% of 340,000 active | AID 504766;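 active means inhibition above the mean over all tested compounds plus 3 SD, cut at about 4.2% in these data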;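 further: 0% = DAX1-transfected cells with DMSO and 100% = empty-vector control cells with DMSO; inhibition shows as a rise in luminescence from relieved DAX1 repression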
Target sequence (P51843 207-470 limits assumed): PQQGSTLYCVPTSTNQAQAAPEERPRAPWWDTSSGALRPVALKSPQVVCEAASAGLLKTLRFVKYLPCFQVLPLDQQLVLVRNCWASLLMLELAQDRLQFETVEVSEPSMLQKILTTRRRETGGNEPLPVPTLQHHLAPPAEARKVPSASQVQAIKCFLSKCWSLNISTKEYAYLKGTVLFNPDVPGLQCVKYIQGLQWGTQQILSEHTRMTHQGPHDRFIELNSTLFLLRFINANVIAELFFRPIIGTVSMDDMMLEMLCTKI
DAX1 inh-2: blocks DAX1 repression of SF-1 activated StAR promoter; HEK293T StAR-luciferase reporter, SF-1/DAX-1 repression relief; inhibition, % at 6.8 µM; 1.1% of 370,000 active; AID 652010;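 active means inhibition above the mean over all tested compounds plus 3 SD, cut at about 3.6% in these data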;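 further: 0% = DAX-1 cells with DMSO and 100% = cells lacking DAX-1 with DMSO; higher inhibition means more luminescence from relief of DAX-1 repression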
NPR2 activator: GC-B (human) receptor activation; P20594; HEK293-GC-B cells, CNP EC30, cGMP TR-FRET; 0% at EC30 CNP, 100% saturating CNP; activation, % at 10 µM; 0.11% of 370,000 active;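 active means activation at 10 µM reaching about 35% in either raw or pattern-adjusted values, limit read from the data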
hgDAF12 agonist: activates the H. glycines DAF-12 receptor ligand-binding domain; HEK293 GAL4-hgDAF12 UAS-luciferase reporter, agonist luminescence; normalized to butyrate control; activation, % at 6.8 µM; 1.8% of 370,000 active; AID 687014;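 active means activation above a cutoff set at the mean of all screened compounds plus 3 SD, cut at about 10% in these data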;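 further: 0% = DMSO wells and 100% = sodium butyrate wells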
FXN GAA850 act: frataxin GAA850 promoter activation. activation, % at 6 µM. HEK293 lucGAA850 FXN promoter luciferase reporter, 24 h; percent of 10 µM SAHA response. 0.56% of 360,000 active. AID 540364;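 active means activation above the average of all compounds screened plus 3 SD, cutoff fixed separately per campaign, cut at about 7.5% in these data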;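 further: 0% = DMSO wells and 100% = 10 µM SAHA wells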
Numbers without * were called inactive; / = no result given.

Below each SMILES – GC-A act, SMARCA2 act, ssDAF-12 act, hcDAF12 agonist, HGIII-sPLA2 inh, ADAM10 inh, DAX1 inh-1, DAX1 inh-2, NPR2 activator, hgDAF12 agonist, FXN GAA850 act
- Cc1cccc(-c2cccc3c4c([nH]c23)[C@@H]2C[C@H](N(C)C(=O)NC3CCCCC3)[C@H]([C@H](C)O)C(=O)N2CC4)c1
 : -11.7, -6.1, -0.8, -2.0, -31.1, -60.5, /, -0.7, -3.8, 3.4, /
- CCSC1=C(C#N)C(c2ccc(C)s2)CC(=O)N1 (centres undefined)
 : /, -3.5, -2.0, -2.2, 0.8, 11.6, -0.8, 0.0, /, 3.9, -0.6
- Cn1cccc1CC(=O)NNC(=S)Nc1ccc(Cl)cc1
 : 17.8, -0.9, -0.7, 2.1, 23.6*, 4.8, 3.5, 0.0, -5.0, 2.4, 1.7
- COc1cccc(-c2noc(-c3ccc4c(c3)OCO4)n2)c1
 : -7.2, 5.4, 1.8*, 4.9, -0.6, 2.1, 4.3*, 6.1*, -1.8, 17.4*, -0.3
- S=C(NCc1ccco1)N1CCN(c2nc(-c3ccc(Cl)cc3)cs2)CC1
 : -6.0, -3.4, -1.9, 0.1, 5.9, 2.1, -0.9, -2.1, -3.1, -2.5, -0.2
- COC(=O)C1=C(C)N(Cc2ccco2)C(=O)C1
 : 2.3, -0.1, -0.5, -1.0, -7.8, 5.5, 0.7, 1.1, -0.2, -0.3, -0.5
- Cc1noc2ncnc(Sc3ccc(Cl)cc3)c12
 : -3.5, -0.5, -1.6, 1.1, 3.1, 1.1, 0.2, -0.1, -4.8, 2.5, 0.1
- CCCCCCCn1c(=O)c(C(=O)OC)c(N)c2ccccc21
 : 20.9, -4.0, -1.8, -1.2, 6.5, -20.8, -1.1, -1.0, -1.8, -2.1, -0.3
- O=C(CSc1ncccn1)NN=C1CCCCCCC1
 : -0.4, -0.3, -0.7, 0.4, -1.6, -11.8, 1.4, 0.1, 0.2, 1.2, 5.0
- Cc1cccc(NC(=O)C(C)Sc2nc3ccccc3c(=O)n2CCCN2CCOCC2)c1 (centres undefined)
 : -3.0, -0.7, -1.5, -0.5, 2.9, -6.0, -1.6, 0.9, -2.4, -6.8, -4.2
- O=C(CCN1C(=O)/C(=C/c2ccccc2Cl)SC1=S)NC1C=CS(=O)(=O)C1 (centres undefined)
 : 2.3, -0.6, -0.4, -0.9, -2.6, -3.5, 0.6, -0.1, -9.1, 2.0, 4.3
- CCOc1ccc(C(=O)CCC(=O)Nc2ccc(C)cn2)cc1
 : 1.3, -2.2, -1.4, 0.4, 5.3, -12.4, -1.2, 0.8, 2.5, 3.3, -1.7
- O=C1NC[C@@H](CCCCN2C[C@H](Cc3ccccc3)N(CCc3ccc(O)cc3)C(=O)C2=O)N(Cc2ccccc2)C1=O
 : 1.5, -1.7, -1.2, -0.7, -11.7, -2.9, /, 0.0, 0.1, 0.6, /
- O=C(Cc1ccccc1Cl)N1CCN(c2ccccn2)CC1
 : -0.8, -4.5, -1.8, -2.5, 2.9, -18.9, 0.1, -0.1, 7.5, -3.5, 1.1
- CN(C)/C=C(\c1cnc(Cl)s1)S(=O)(=O)c1ccccc1
 : -2.4, -0.9, -1.3, 0.4, -2.1, -4.4, 1.0, 1.3, 0.9, -0.6, 1.0
- CCCCN(CCCNC(=S)NCCCc1cnc[nH]1)c1ccc(Br)cn1
 : -15.0, -0.9, -1.6, -2.6, -7.9, 0.9, /, -6.4, -10.7, -2.3, 1.7
- Cc1ccc(C(C(=O)NC2CCCC2)N(Cc2ccc(F)cc2)C(=O)c2csnn2)o1 (centres undefined)
 : -23.0, -2.4, -1.0, -1.8, 5.2, 0.8, -0.4, -0.2, -7.7, 0.5, 3.0
- COc1ccc(N(Cc2cc3cc(C)ccc3[nH]c2=O)C(C)=O)cc1
 : -10.8, 0.1, -1.1, -0.6, -5.1, -23.1, -0.9, -0.1, 4.9, -0.3, 1.4
- CCN(CC(=O)Nc1ccc(NC(C)=O)cc1)C(=O)Cc1cccc2ccccc12
 : 0.7, -1.3, -1.2, -1.4, 7.3, 6.0, -0.4, -0.5, 9.4, -2.0, 1.4
- CC(=O)Oc1ccc(NC(=O)CCC2CCCCC2)c(C(=O)O)c1
 : -1.6, -3.3, -1.2, 0.5, -0.7, -37.9, -1.2, 0.9, -2.2, -0.5, 0.2
- CCOC(=O)c1ccc(NC(=O)c2nn(C)cc2Br)cc1
 : -0.6, -0.5, -0.9, 0.2, 1.5, 2.0, 1.2, 1.4, 0.5, 4.0, 2.2
- COc1ccc(S(=O)(=O)N2CC(C(=O)O)Oc3ccccc32)cc1 (centres undefined)
 : 5.2, -4.3, -1.1, 0.3, 6.6, -5.3, -0.7, 0.2, 3.1, -2.2, 2.1
- COc1ccccc1N1CCN(/N=C\c2cccnc2)CC1
 : 2.3, 0.0, -1.0, -1.3, 4.6, -4.8, 0.9, -0.1, 3.4, -1.2, 2.1
- COc1ccc(Cc2nc(-c3ccccn3)no2)cc1
 : 3.8, 4.1, -0.5, 1.2, 3.4, 2.9, 1.0, 1.2, 6.0, 5.9, 3.2
- CN(CCCC(=O)NCCc1ccccc1)S(=O)(=O)c1ccc([N+](=O)[O-])cc1
 : 3.0, -0.3, -0.9, -0.8, 9.5, -12.5, -1.8, -0.1, 2.0, -1.7, 1.6
- CCN(CC)S(=O)(=O)c1cccc(C(=O)NC(C(=O)NNC(=O)c2ccccc2F)C(C)C)c1 (centres undefined)
 : 2.3, 0.0, -0.8, -0.5, 4.3, -8.9, 0.1, -0.6, 1.9, -2.1, 1.0
- CC1(C)C2([N+](=O)[O-])CN3CC1([N+](=O)[O-])CN(C2)C3c1ccc(O)c(O)c1 (centres undefined)
 : 2.0, -3.9, -1.6, -0.9, -6.9, -2.2, -1.0, -0.7, -2.7, 2.5, 0.9
- COc1cccc(NC(=O)CN(C)C(=O)c2cccc(S(=O)(=O)N3c4ccccc4CC3C)c2)c1 (centres undefined)
 : 1.3, 0.0, -1.3, -0.7, -24.1, 10.6, -0.1, -1.2, 0.1, -4.3, 0.1
- O=S(=O)(Nc1ccc2c(c1)OCO2)c1ccccc1
 : 0.0, -3.6, -1.4, 0.3, -2.6, 0.7, -0.3, 0.7, -2.1, -1.0, 0.5
- CC12CCC(=O)N1C(C(=O)Nc1cc(S(=O)(=O)N3CCCCCC3)ccc1OCC(F)(F)F)CS2 (centres undefined)
 : 5.9, -3.0, -0.2, -1.5, -11.1, 3.0, 0.8, -2.1, 11.4, 0.4, 1.6
- CCOC(=O)c1cc(CC)sc1NC(=O)CCC(=O)O
 : 0.9, 0.5, -1.0, 0.7, 1.6, 6.3, -0.3, 0.8, 3.5, 2.3, 0.6
- O=S(=O)(c1ccccc1)N1CCN(C(=S)NCc2ccccc2)CC1
 : -4.8, -3.0, -1.9, -0.2, -4.8, 7.8, 1.5, -1.0, 0.9, -0.1, -0.8
- O=C(C1CN(S(=O)(=O)c2ccccc2)CCN1S(=O)(=O)c1ccccc1)N1CCCCCC1 (centres undefined)
 : 2.6, 0.6, -1.4, -0.6, -4.2, -7.7, 0.5, -0.4, 2.9, -1.1, -0.6
- Cc1cc(C)c(C#N)c(Sc2nc(C)c([N+](=O)[O-])c(C)c2C#N)n1
 : 0.5, -3.3, -1.9, -2.3, -1.4, 12.3, /, 0.2, 0.3, -1.8, /
- CCC1CCC2(CC1)NC(=O)N(CC(=O)NCc1ccccc1Cl)C2=O (centres undefined)
 : -5.3, 2.6, -1.0, -0.8, -4.2, 0.9, -0.8, -0.8, -3.4, -0.3, -0.1
- OC(COCc1cccs1)CN1CCN(c2ccccc2Cl)CC1 (centres undefined)
 : -3.7, 0.4, -1.6, -1.0, -9.6, -6.8, 0.6, -0.1, -0.4, -3.0, 0.9
- CCc1nnc(NC(=O)CCN2C(=O)C3CCCCC3C2=O)s1 (centres undefined)
 : 4.9, 0.3, -0.3, 0.7, -0.5, -1.4, -0.4, 1.0, 5.9, -0.4, 3.0
- COc1ccccc1C(=O)n1nc(-c2ccccc2)nc1N
 : 3.8, 0.2, -0.8, 1.2, -4.9, -1.3, -0.5, 0.1, 6.2, -1.7, 2.9
- COc1ccc(NC(=O)c2ccc(-n3nc(C)c[n+]3[O-])cc2)cc1
 : 0.1, 1.9, -0.3, 0.0, 3.6, 5.5, -0.2, 0.5, -0.7, 0.3, 3.5
- CC(=O)Nc1cccc(/C(C)=N\NC(=O)c2ccc(Cn3nc([N+](=O)[O-])c(Cl)c3C)o2)c1
 : -1.6, 7.0, -1.6, 0.2, -1.6, 5.6, -0.7, 0.0, -4.5, -2.5, 1.0
- C=CC[C@H]1CC(Cc2ccccc2)=C[C@H](CC=C)N1
 : -0.9, 0.6, -0.1, 0.1, -3.8, -9.2, 0.7, 0.1, 1.1, 0.4, -1.4
- Cc1oc2ccc(OCc3ccc(Cl)cc3)cc2c1C(=O)O
 : 4.3, -0.9, -0.9, -1.9, -21.3, 3.4, -0.8, -0.4, -1.5, -1.0, -0.6
- CCc1nc2c(OCC(=O)c3ccc(Cl)cc3Cl)cccn2c1N(C)C(=O)c1cccs1
 : 0.1, -3.2, -1.6, -0.5, -63.6, 5.5, /, -0.3, -2.1, -5.2, -1.6
- O=C(COC(=O)c1ccc(Cl)c(Cl)c1)Nc1cccnc1Cl
 : -0.9, -3.4, -1.1, -1.5, 3.7, 2.6, 1.0, -0.1, -4.5, -0.6, 0.0
- O=C(c1ccco1)N1CCN(C(=O)C2CCCc3c2[nH]c2ccc(Cl)cc32)CC1 (centres undefined)
 : -3.0, 0.5, -2.0, -2.5, -16.2, -1.8, -2.4, 0.2, -6.2, -6.0, -3.8
- COc1ccc(Oc2ncnc3sccc23)cc1
 : 3.2, 3.2, -1.8, -0.3, -3.2, -3.1, 1.2, 2.0, -0.8, 10.0, 4.1
- CCC(Oc1ccccc1)C(=O)Nc1ccsc1C(=O)OC (centres undefined)
 : -11.9, -0.8, -2.3, -1.3, 6.6, 5.8, -0.8, -0.5, -7.6, -0.1, 3.2
- O=C(N/C(=C\c1ccc(O)cc1)C(=O)N1CCCCC1)c1ccccc1
 : -4.2, -1.5, -1.4, -1.5, -7.2, -1.1, -0.5, -0.1, -3.3, -2.6, 2.2
- CCC1Oc2nc(SC)nnc2-c2ccccc2N1C(=O)c1ccccc1 (centres undefined)
 : -7.6, 3.0, -0.6, 0.5, 0.1, -10.9, 3.4, 0.1, -8.9, 4.3, -0.2
